Bioassay records (PubChem BioAssay)
PPARg SRC-2 ag = agonists of PPARg-SRC-2 recruitment, primary screen, biochemical, HTS | Peroxisome proliferator-activated receptor gamma (Homo sapiens), P37231 | PPARgamma LBD-SRC-2 recruitment | activation, % at 8 µM | 200,000 compounds, 0.34% hits; in the data active means activation above about 22%;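 further: 0% = vehicle and 100% = reference agonist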
PPARg SRC1 recr = PPARgamma agonists recruiting SRC-1 coactivator, primary screen, biochemical. PPARgamma-SRC-1 coactivator recruitment biochemical assay. 200,000 compounds, 0.41% hits. AID 631, 2007. activation, % at 8 µM; in the data active means activation above about 19%;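 further: 0% = DMSO and 100% = reference agonist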
TR-FRET SRC-2 ct = TR-FRET signal artefacts, primary screen, artefact control for PPARgamma SRC-2 agonist project, biochemical. AID 1049, 2008. TR-FRET ratio at 8 µM. TR-FRET artefact counter-screen; active compounds read high. 200,000 compounds, 0.4% hits; in the data active means TR-FRET ratio above about 2000; further: inactives centre near 1500
Lmaj promast = Leishmania major promastigote growth inhibition, primary screen. Leishmania major promastigotes, resazurin fluorescence viability. 200,000 compounds, 9% hits. AID 1063, 2008. inhibition, % at 10 µM; in the data active means inhibition above about 50%;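 further: promastigotes grown with compound for 44 hours at 28 °C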
PPARg SRC-3 ag = PPARgamma agonists recruiting SRC-3 coactivator, primary screen, biochemical | biochemical PPARgamma/SRC-3 coactivator recruitment assay | activation, % at 8 µM | 200,000 compounds, 0.26% hits; in the data active means activation above about 23%;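 further: 0% = DMSO and 100% = reference agonist; some compounds past the cut are filed as inactive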
bIAP inhibitor = bovine intestinal alkaline phosphatase inhibitors, primary screen, selectivity assay for TNAP inhibitor project, biochemical, bovine IAP, CDP-star luminescence; inhibition, % at 20 µM; purified bovine IAP, 30 min; AID 1019, 2008; alkaline phosphatase, intestinal [Bos taurus]; 190,000 tested, under 10 active;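 active means over 50% inhibition of intestinal alkaline phosphatase at 20 µM in the single-dose screen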
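System: Purified bovine intestinal alkaline phosphatase (IAP) enzyme | Input: IAP diluted 1/65,000,000 in the well | Also added: CDP-star chemiluminescent phosphatase substrate, 30 µM final | Dosing: 20 µM single dose | Times: Enzyme reaction for 30 min at room temperature | Detection: Luminescence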
DTT redox prof = compounds producing H2O2 with reducing agent – biochemical, NIH compound library profiling, artefact control for MLSCN library redox annotation, primary screen | DTT-dependent redox cycling H2O2, phenol red/HRP absorbance; 100% = 100 µM peroxide control, 0% = buffer | 200,000 compounds, 0.03% hits | activation, % at 10 µM;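 active means activation of at least 50% relative to the plate's high and low controls in the primary single-dose screen; inactive means activation below 50%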;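 further: compound incubated with DTT at 0.8 mM final as the reducing agent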
S1P3 antag = S1P3 receptor antagonists, primary screen, cell-based; Sphingosine 1-phosphate receptor 3 (Homo sapiens), Q99500; CHO S1P3 NFAT-BLA reporter, FRET fluorescence, antagonist mode; inhibition, % at 4.98 µM; 170,000 compounds, 0.27% hits;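 active means inhibition above the plate cutoff, the mean inhibition of test wells on that plate plus 3 SD, cut at about 28% in these data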;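 further: cells challenged with S1P at its EC80 of 0.8 µM; blue over green emission ratio from cleaved BLA substrate after 4 h stimulation; 0% = S1P-stimulated wells and 100% = unstimulated DMSO-only wells; some compounds past the cut are filed as inactive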
Target sequence (Q99500 whole entry, looked up): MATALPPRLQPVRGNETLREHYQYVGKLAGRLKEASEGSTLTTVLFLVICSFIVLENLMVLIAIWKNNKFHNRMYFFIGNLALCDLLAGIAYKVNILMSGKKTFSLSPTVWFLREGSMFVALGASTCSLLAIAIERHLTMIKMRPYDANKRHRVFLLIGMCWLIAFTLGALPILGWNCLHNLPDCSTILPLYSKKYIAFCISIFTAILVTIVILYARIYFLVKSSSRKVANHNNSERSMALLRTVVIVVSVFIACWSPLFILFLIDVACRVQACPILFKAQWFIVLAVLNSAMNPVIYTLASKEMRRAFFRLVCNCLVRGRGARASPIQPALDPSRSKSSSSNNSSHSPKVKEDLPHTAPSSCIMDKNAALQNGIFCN
Efa HMGR inh = inhibitors of E. faecalis class II HMGR, primary screen, biochemical, Enterococcus faecalis. purified E. faecalis HMGR, NADPH absorbance 340 nm kinetic. inhibition, % at 10 µM. AID 1066, 2008. 190,000 compounds, 0.41% hits. HMG-CoA reductase (Enterococcus faecalis, mvaE);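 active means inhibition above a set limit, the median over all tested compounds plus 3 SD, cut at about 9.5% in these data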;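 further: enzyme runs in reverse so mevalonate oxidation gives rising NADPH absorbance; 0% = complete reaction with DMSO and 100% = background rate lacking mevalonate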
RAM network inh = inhibitors of the yeast RAM network, primary screen, dse1pr::URA3 reporter, 5-FOA selection; S. cerevisiae dse1pr::URA3 reporter, 5-FOA growth OD615, 2 d; analog-sensitive cbk1-as2 kinase mutant strain; inhibition, % at 50 µM; 190,000 compounds, 1.8% hits;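 active means inhibition above a set limit, 3 SD over mean compound inhibition, cut at about 8.4% in these data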;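 further: 0% = DMSO-only wells with no growth and 100% = 10 µM 1-NA-PP1 full growth; inhibition rescues growth on 5-FOA so higher OD means more RAM inhibition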
ROMK mod = ROMK potassium channel modulators, primary screen, cell-based, thallium flux, MLSMR library. ATP-sensitive inward rectifier potassium channel 1 (Homo sapiens), P48048. Tet-inducible ROMK, thallium flux fluorescence; actives lie on both sides. B-score at 10 µM. 130,000 compounds, 2% hits. AID 1918, 2009;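 active means signal ratio slope over the read window, or its plate-corrected B-score, at least 3 SD from the plate mean, either direction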;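 further: B-score of the F/F0 ratio slope over 7 to 12 s after thallium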
Target sequence (P48048 whole entry, looked up): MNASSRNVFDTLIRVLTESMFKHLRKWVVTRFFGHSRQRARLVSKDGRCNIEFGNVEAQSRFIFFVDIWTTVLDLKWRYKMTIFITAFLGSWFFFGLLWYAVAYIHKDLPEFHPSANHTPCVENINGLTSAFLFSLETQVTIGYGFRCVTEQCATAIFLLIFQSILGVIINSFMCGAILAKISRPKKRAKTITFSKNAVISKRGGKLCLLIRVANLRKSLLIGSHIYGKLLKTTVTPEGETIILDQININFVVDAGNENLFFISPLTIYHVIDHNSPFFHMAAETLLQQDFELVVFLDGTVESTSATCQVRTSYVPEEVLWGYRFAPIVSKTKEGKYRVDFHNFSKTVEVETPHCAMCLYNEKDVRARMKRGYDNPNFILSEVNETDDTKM
An asterisk follows results filed as active; · = no result given.

SMILES | PPARg SRC-2 ag | PPARg SRC1 recr | TR-FRET SRC-2 ct | Lmaj promast | PPARg SRC-3 ag | bIAP inhibitor | DTT redox prof | S1P3 antag | Efa HMGR inh | RAM network inh | ROMK mod
O=C(O)/C=C\C(=O)Nc1ccc(OCc2ccccc2)cc1 | 5.5 | 5.5 | 1473 | -4.8 | -0.4 | -8.9 | -0.3 | 7.4 | -0.2 | 2.6 | 0.934
CSc1ccccc1NC(=O)CN1CCCCC1 | 7.5 | -2.6 | 1506 | -4.9 | 2.9 | -6.3 | 0.1 | -1.6 | -0.7 | 0.0 | -0.323
COc1cc(/C=c2/sc3nc(-c4ccccc4)c(-c4ccccc4)n3c2=O)cc(OC)c1OC | 5.0 | 1.5 | 1581 | -4.7 | -1.8 | -4.2 | 0.2 | -10.5 | -9.4 | 3.9 | ·
COc1ccccc1NC(CC(=O)c1ccccc1)C(=O)OCC(=O)c1ccc(Br)cc1 (centres undefined) | 9.2 | -6.0 | 1647 | 13.8 | -4.5 | 11.3 | 0.1 | 1.0 | -6.3 | 6.1 | 0.461
Cn1nc(C(=O)Nc2ccc(S(=O)(=O)N3CCCCC3)cc2)ccc1=O | -3.7 | 0.1 | 1521 | 5.5 | 2.7 | 7.3 | -0.4 | -14.6 | -3.0 | 2.1 | 0.304
COc1cc(NC(=O)c2cc3ccccc3o2)c(OC)cc1Br | 2.8 | 14.7 | 1467 | 0.5 | 3.6 | 5.0 | -1.3 | -6.5 | -3.1 | 2.1 | 0.276
CC(C)C(c1nnnn1Cc1cccs1)N1CCN(c2ccccc2)CC1 (centres undefined) | -6.3 | 2.8 | 1456 | 0.7 | -2.2 | 3.2 | 0.9 | -19.0 | -0.4 | 0.8 | ·
Cn1c(=O)c2ncn(CC(=O)N=Nc3c(O)[nH]c4ccccc34)c2n(C)c1=O | 1.3 | 0.0 | 1748 | -0.6 | -0.1 | -14.7 | -0.1 | -0.4 | 3.9 | 1.1 | -0.766
N=c1n(Cc2ccccc2)c2ccccc2n1CC(O)COc1ccccc1 (centres undefined) | -3.0 | 1.2 | 1450 | 100.4* | 1.9 | -6.2 | -1.7 | 3.6 | -6.8 | 0.9 | ·
CCOc1cc(NC(=O)c2cnccn2)c(OCC)cc1NC(=O)c1ccc(C)cc1 | 1.4 | -3.6 | 1553 | 7.8 | 9.8 | · | 0.7 | · | · | · | ·

Whole records from above. Screens in order: PPARg SRC-2 ag | PPARg SRC1 recr | TR-FRET SRC-2 ct | Lmaj promast | PPARg SRC-3 ag | bIAP inhibitor | DTT redox prof | S1P3 antag | Efa HMGR inh | RAM network inh | ROMK mod
CSc1ccccc1NC(=O)CN1CCCCC1 is listed with 7.5 | -2.6 | 1506 | -4.9 | 2.9 | -6.3 | 0.1 | -1.6 | -0.7 | 0.0 | -0.323
CCOc1cc(NC(=O)c2cnccn2)c(OCC)cc1NC(=O)c1ccc(C)cc1 is listed with 1.4 | -3.6 | 1553 | 7.8 | 9.8 | · | 0.7 | · | · | · | ·

More entries
SMILES | PPARg SRC-2 ag | PPARg SRC1 recr | TR-FRET SRC-2 ct | Lmaj promast | PPARg SRC-3 ag | bIAP inhibitor | DTT redox prof | S1P3 antag | Efa HMGR inh | RAM network inh | ROMK mod
COC(=O)[C@@H]1CC[C@H](C)[C@@H](c2ccc(C)cc2)N1C(=O)c1ccc(/C=N/O[C@H](C)c2cn([C@@H]3COC[C@H]3O)nn2)cc1 | 6.4 | 0.3 | 1548 | 7.0 | -1.6 | -1.7 | -0.8 | -8.5 | -3.2 | -0.3 | 1.26
CCc1cc(/C(Cc2ccccn2)=N\O)c(O)cc1O | 20.2 | 4.6 | 1631 | -4.9 | 11.9 | 11.5 | -0.5 | · | 1.2 | 2.4 | -1.07
O=C(COC(=O)c1cc(-c2ccc(Cl)s2)nc2ccccc12)NCc1ccco1 | 19.2 | 13.2 | 1744 | 1.2 | 18.0 | -0.5 | 0.5 | · | 0.6 | 11.5* | 1.9
Nn1c(SCC(=O)Nc2ccc3c(c2)OCO3)nnc1C1CC1 | -6.8 | 2.3 | 1438 | -7.1 | 3.2 | 9.3 | -3.1 | -5.8 | 0.4 | 0.9 | 1.23
CCCNc1nc2c(c(=O)[nH]c(=O)n2C)n1CCc1ccccc1 | -2.1 | 0.6 | 1473 | -1.7 | 3.5 | 18.6 | -0.1 | -8.6 | 2.6 | 0.7 | ·
COc1ccccc1N1CCN(C(=O)CCN2C(=O)c3cccc4cccc(c34)C2=O)CC1 | 0.4 | -1.9 | 1554 | -4.1 | 0.3 | -9.4 | 0.2 | -4.3 | -7.3 | 2.5 | 0.0327
CCOC(=O)CCC(=O)Nc1ccccc1C(N)=O | -8.4 | 5.0 | 1381 | 6.7 | 0.9 | 6.4 | 1.0 | 8.7 | -1.1 | 1.5 | -0.0183
O=C(CN1CCC(NC(=O)c2ccccc2F)CC1)Nc1ccc2c(c1)OCO2 | 1.7 | 0.0 | 1472 | -5.7 | 3.5 | -1.4 | -0.3 | -7.3 | 6.1 | 1.1 | ·
O=C(/C=C/c1ccccc1)N1CCCN(C(=O)/C=C/c2ccccc2)CC1 | -2.2 | 5.4 | 1797 | -3.9 | 4.5 | 7.4 | 2.0 | · | 1.5 | -0.4 | -0.438
CC(C)c1ccc(/C=N/NC(=O)c2cccc(S(=O)(=O)N3CCOCC3)c2)cc1 | -4.6 | 0.8 | 1656 | 1.2 | 3.7 | -3.2 | -1.9 | -12.7 | 0.5 | 0.6 | 0.8*
O=C(NCC1CCCO1)C1CCCN1C(=O)Nc1ccc(Cl)c(Cl)c1 (centres undefined) | 6.2 | -0.8 | 1628 | 6.4 | 4.8 | 2.5 | -0.1 | -10.3 | 1.1 | 1.7 | 0.0101
CCOCCCNC(=O)c1c(-c2ccccc2)noc1C | -2.6 | 3.3 | 1292 | 2.3 | -11.2 | 5.4 | 1.7 | 7.2 | -1.3 | 1.3 | ·
CCCCCN1CC(O)=C(c2nc(-c3ccc(Cl)cc3)cs2)C1=N | 0.6 | -4.5 | 1438 | 29.2 | 0.7 | 41.6 | 0.2 | · | -2.0 | 2.6 | ·
O=C(Nc1ccccc1Cl)C1(c2ccccc2)CC1(Cl)Cl (centres undefined) | 3.0 | 6.9 | 1602 | -2.6 | 0.9 | 2.6 | -0.8 | 5.8 | -4.9 | 2.8 | 1.33
N#Cc1nc(Cc2cccc3ccccc23)oc1NCc1ccc2c(c1)OCO2 | 1.1 | 4.6 | 1733 | 14.6 | 1.6 | 28.7 | 2.0 | -16.1 | -2.0 | 11.0* | -1.07
O=c1oc2ccccc2cc1-c1cn(-c2ccccc2)c(=S)[nH]1 | 11.6 | 2.1 | 1672 | -2.6 | 5.5 | 6.7 | -0.3 | 22.8 | -4.4 | 0.8 | 1.21
COc1ccccc1N(CC(=O)Nc1ccc(F)c(F)c1)S(C)(=O)=O | -0.9 | 2.6 | 1455 | -0.5 | 0.4 | 2.6 | 0.2 | -41.0 | 0.2 | 4.1 | ·
O=C(N/N=C/c1ccccn1)C1CC1 | 5.2 | -1.2 | 1534 | -4.0 | 10.3 | -10.6 | 0.2 | · | -1.8 | 1.6 | -0.0219
CCn1ncc(/C=N\NC(=O)COc2ccccc2)c1C | -5.4 | 4.0 | 1647 | -5.8 | -2.7 | 0.7 | -0.6 | -4.8 | -4.0 | 1.0 | ·
C/C(=N\NC(=S)NC1CCCCC1)c1ccc(C)o1 | -1.6 | 6.3 | 1724 | 18.3 | -4.5 | -29.2 | -2.6 | 0.6 | -2.5 | -0.1 | -0.767
C/C(Cc1ccccc1)=N\NC(=O)CNC(=O)c1ccccc1Br | 1.8 | 4.1 | 1556 | 61.5* | 2.2 | 8.9 | 0.1 | -1.4 | -0.9 | 2.0 | -0.707
COc1ccccc1N/C=C1/Sc2cc(Cl)ccc2NC1=O | -8.1 | -10.5 | 1453 | 25.1 | 7.7 | 8.1 | 0.2 | 14.2 | -5.8 | 6.0 | -1.78
Cc1ccn2cc(-c3ccc(NS(=O)(=O)c4ccccc4)cc3)nc2c1 | -5.5 | -3.3 | 1482 | 91.6* | -3.0 | 24.9 | 0.4 | 1.8 | 1.7 | 3.9 | ·
Nc1c(C(=O)NCc2ccc3c(c2)OCO3)nnn1-c1ccc(OC(F)(F)F)cc1 | 2.8 | 4.8 | 1246 | -1.4 | -2.2 | -0.5 | 0.2 | · | 0.0 | 4.5 | 0.923
Cc1ccc(OCC(=O)Nc2ccc3c(c2)nc(CCN2CCOCC2)n3C)cc1 | -1.7 | 5.3 | 1621 | 10.9 | -5.5 | -0.6 | 1.8 | -18.7 | -5.5 | 0.8 | 0.395
CCN(CC)CCC(=O)NN | 10.8 | 4.9 | 1752 | -6.3 | 3.7 | -19.5 | -2.2 | -10.5 | 0.4 | 0.5 | -0.313
O=C(Nc1nc2c(s1)CCCC2)c1cc(-c2ccc3c(c2)OCO3)nc2ccccc12 | -3.8 | 6.4 | 1684 | 33.5 | 3.7 | 35.6 | -0.4 | -11.7 | -1.3 | 3.2 | ·
CCOC(=O)C1=C(C)NC(=O)NC1C (centres undefined) | -15.0 | -1.4 | 1296 | -1.0 | -20.9 | 10.4 | 2.8 | 8.0 | 5.4 | -0.4 | 0.851
CC12CCC(=O)N1c1c(sc3nc(N4CCOCC4)c4c(c13)CCCC4)C(=O)N2 (centres undefined) | 5.2 | 4.4 | 1681 | 10.8 | -2.2 | -23.0 | -0.2 | · | -6.1 | 1.5 | ·
O=C(Nc1cccc(-c2nc3ccccc3[nH]2)c1)c1cccc(NC(=O)c2ccco2)c1 | 9.0 | 5.0 | 1813 | 82.1* | 5.1 | 3.5 | -1.3 | 11.7 | -2.8 | 2.1 | ·
Cc1cccc(OCC(=O)NC(=S)N2CCCc3ccccc32)c1 | 5.5 | 2.5 | 1619 | -2.9 | 17.0 | 3.0 | -4.0 | · | -2.0 | 1.9 | -0.927
COc1ccc(NS(=O)(=O)c2cc(NC(=O)c3ccc(C)o3)ccc2N2CCCCC2)cc1 | -6.2 | 3.5 | 1507 | 99.0* | 1.0 | -16.9 | 0.0 | -12.7 | -4.3 | 7.4 | 0.143
CCCc1cc(C(=O)NNC(=S)NC(C)c2ccccc2)cs1 (centres undefined) | 6.5 | -3.1 | 1379 | -1.2 | -2.7 | · | 0.1 | · | 4.5 | 0.0 | -0.164
CCOc1cccc(CN2CCCC(CCC(=O)NCc3ccccc3F)C2)c1O (centres undefined) | -6.5 | 5.4 | 1622 | 56.3* | -3.0 | -6.6 | 3.5 | 2.8 | -1.1 | 0.6 | -1.21
